Source: PubChem BioAssay (several laboratories)
TROY NFkB inh – inhibitors of TROY-driven NF-kB signaling, primary screen, Q293 LMP1-TROYcd cells, NF-kB luciferase, uHTS; Q293 LMP1-TROYcd NF-kB luciferase reporter, 4 h; inhibition, % at 10 µM; 360,000 compounds, 0.98% hits; AID 1347056, 2019;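 active means compounds whose plate-normalised and pattern-corrected inhibition of the luciferase reporter signal at the single screening dose is 50% or more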
NOD2 RIPK2 PPI – NOD2-RIPK2 binding disruptors in cells, primary screen, fluorescence, CHO cells, BLA complementation. Receptor-interacting serine/threonine-protein kinase 2 (Homo sapiens), O43353. CCF4 ratio. inhibition, % at 4.98 µM. 360,000 compounds, 0.38% hits. AID 624267, 2012; in the data active means inhibition above about 21%;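 further: 0% = vehicle only and 100% = reference blocker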
NR5A2 inv ag – LRH-1 (NR5A2) inverse agonists, primary screen, cell-based, luminescence, HEK293T, StAR-luciferase reporter; LRH-1 transfected, 24 h; Nuclear receptor subfamily 5 group A member 2 (Homo sapiens), O00482; 360,000 compounds, 0.13% hits; AID 602396, 2012; inhibition, % at 3.6 µM;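 active means inhibition above the mean inhibition of all tested compounds plus 3 SD, cut at about 73% in these data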;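 further: 0% = DMSO wells and 100% = reporter-only cells lacking LRH-1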
NCOA3 inh – SRC3 coactivator transcriptional activity inhibitors, primary screen, cell-based, luminescence; Nuclear receptor coactivator 3 (Homo sapiens), Q9Y6Q9; HEK293 GAL4-SRC3 luciferase reporter; inhibition, % at 3.6 µM; 360,000 compounds, 0.17% hits; AID 588352, 2011;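 active means inhibition above a per-campaign cutoff, the mean of all compounds plus 3 SD, cut at about 60% in these data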;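 further: 0% = DMSO-treated cells and 100% = gossypol-treated cells at 36 µM; higher means less SRC3-driven luciferase light from the GAL4 reporter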
Target sequence (Q9Y6Q9 whole entry, looked up, the tested form may be a part): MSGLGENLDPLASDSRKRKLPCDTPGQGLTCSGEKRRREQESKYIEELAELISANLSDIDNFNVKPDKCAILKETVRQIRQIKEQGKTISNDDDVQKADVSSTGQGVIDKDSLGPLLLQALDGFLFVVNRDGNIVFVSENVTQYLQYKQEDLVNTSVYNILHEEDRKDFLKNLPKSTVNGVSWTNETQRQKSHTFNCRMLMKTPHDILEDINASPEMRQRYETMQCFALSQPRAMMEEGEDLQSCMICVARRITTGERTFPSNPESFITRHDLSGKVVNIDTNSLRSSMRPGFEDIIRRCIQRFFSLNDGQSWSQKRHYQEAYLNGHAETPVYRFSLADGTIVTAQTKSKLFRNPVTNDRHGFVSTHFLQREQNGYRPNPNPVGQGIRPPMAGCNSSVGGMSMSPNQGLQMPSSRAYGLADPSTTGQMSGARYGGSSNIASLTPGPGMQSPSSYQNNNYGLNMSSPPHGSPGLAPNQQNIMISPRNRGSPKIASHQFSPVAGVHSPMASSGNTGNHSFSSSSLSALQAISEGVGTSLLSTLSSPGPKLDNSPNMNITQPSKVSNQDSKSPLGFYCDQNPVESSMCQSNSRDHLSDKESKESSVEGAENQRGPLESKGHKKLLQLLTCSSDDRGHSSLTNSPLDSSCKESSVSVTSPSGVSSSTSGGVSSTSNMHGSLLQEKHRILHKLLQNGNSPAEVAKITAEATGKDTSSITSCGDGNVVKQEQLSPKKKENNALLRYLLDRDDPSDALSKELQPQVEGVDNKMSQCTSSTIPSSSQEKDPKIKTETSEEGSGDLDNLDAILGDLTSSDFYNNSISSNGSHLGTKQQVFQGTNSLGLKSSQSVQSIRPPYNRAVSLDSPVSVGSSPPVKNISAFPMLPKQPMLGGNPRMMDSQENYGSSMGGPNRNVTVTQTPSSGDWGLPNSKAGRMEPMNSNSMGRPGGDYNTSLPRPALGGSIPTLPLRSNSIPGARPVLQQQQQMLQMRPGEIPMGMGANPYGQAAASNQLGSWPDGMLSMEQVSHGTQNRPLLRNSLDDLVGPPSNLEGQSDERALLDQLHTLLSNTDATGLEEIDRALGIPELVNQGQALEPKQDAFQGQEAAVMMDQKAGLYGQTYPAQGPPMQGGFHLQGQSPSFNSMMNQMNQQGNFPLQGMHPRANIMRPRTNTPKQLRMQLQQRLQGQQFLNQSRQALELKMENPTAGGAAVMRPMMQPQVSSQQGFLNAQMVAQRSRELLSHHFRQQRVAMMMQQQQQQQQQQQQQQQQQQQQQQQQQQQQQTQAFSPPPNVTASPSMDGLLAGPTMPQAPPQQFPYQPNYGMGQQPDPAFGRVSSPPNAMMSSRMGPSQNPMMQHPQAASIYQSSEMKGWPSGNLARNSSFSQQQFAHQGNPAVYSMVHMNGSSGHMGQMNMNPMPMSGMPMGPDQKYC
NCOA1 inh – SRC1 coactivator transcriptional activity inhibitors, primary screen, cell-based, luminescence; Nuclear receptor coactivator 1 (Homo sapiens), Q15788; HEK293 GAL4-SRC1 luciferase reporter; inhibition, % at 3.6 µM; 360,000 compounds, 0.12% hits;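 active means inhibition above the campaign mean plus 3 SD, with each screening campaign given its own cutoff, cut at about 60% in these data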;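 further: 0% = DMSO treated cells and 100% = gossypol at 36 µM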
NR2F2 inh – NR2F2 transcriptional activity inhibitors, primary screen, cell-based, luciferase reporter, HEK293T, luminescence; COUP transcription factor 2 (Homo sapiens), P24468; AID 686940, 2013; 370,000 compounds, 0.7% hits; inhibition, % at 8.6 µM; HEK293T NGFI-A luciferase reporter;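 active means inhibition above a per-plate cutoff, mean inhibition of test wells between control levels plus 3 SD, cut at about 38% in these data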;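 further: cells cotransfected with COUP-TFII expression vector driving the NGFI-A reporter; 0% = median of COUP-TF2 test wells and 100% = reporter-only cells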
NCOA2 inhibitor – inhibition of GAL4-SRC2 driven luciferase reporter, primary screen, SRC2 inhibitor project, cell-based, luminescence; HEK293 GAL4-SRC2 luciferase reporter; 370,000 compounds, 0.17% hits; AID 651957, 2012; Nuclear receptor coactivator 2 (Homo sapiens), Q15596; inhibition, % at 9 µM;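 active means inhibition above the mean inhibition of all tested compounds plus 3 SD, set per campaign, cut at about 52% in these data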;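 further: 0% = DMSO treated cells and 100% = cells given Gossypol at 36 µM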
C8 TRAIL sens – viability loss with TRAIL in NB7+C8 cells, primary screen, TRAIL sensitizer project, cell-based, ATPlite luminescence | inhibition (viability loss, TRAIL sensitization), % at 10 µM | 360,000 compounds, 1% hits;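 active means compounds causing at least 50% loss of cell viability in the single-dose screen, relative to plate controls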
TLR9-MyD88 block – inhibitors of TLR9-MyD88 association in cells, primary screen, cell-based, CHO, BLA complementation, fluorescence | Toll-like receptor 9 (Homo sapiens) + Myeloid differentiation primary response protein … | AID 504734, 2011 | 340,000 compounds, 0.21% hits | inhibition, % at 4.98 µM | CCF4 FRET ratio;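 active means inhibition above the mean over all tested compounds plus 3 SD, cut at about 21% in these data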;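 further: 0% = DMSO only wells and 100% = clavulanate BLA inhibitor control wells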
Vif inh – HIV Vif self-association inhibitors, primary screen, imaging, HEK293T, single point. AID 602346, 2012. HEK293T cells, Vif self-association by quenched fluorescence, 24 h. 340,000 compounds, 0.35% hits. inhibition, % at 7.49 µM; in the data active means inhibition above about 50%, passing the limit was not always enough; further: some results filed as inactive read as strong as hits
LMP1 NFkB inh – EBV LMP1-driven NF-kappaB luciferase reporter inhibitors, primary screen, cell-based, luminescence, single point | LMP1-induced NF-kappaB luciferase reporter cells | inhibition, % at 12.5 µM | 350,000 compounds, 0.69% hits | AID 504558, 2011; in the data active means inhibition above about 41%;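 further: 0% = neutral control wells and 100% = reference inhibitor control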
* hit, by the source's call; nt = not tested or not shown. Some of the compounds tested; rates above refer to the full screens.

SMILES	TROY NFkB inh	NOD2 RIPK2 PPI	NR5A2 inv ag	NCOA3 inh	NCOA1 inh	NR2F2 inh	NCOA2 inhibitor	C8 TRAIL sens	TLR9-MyD88 block	Vif inh	LMP1 NFkB inh
COc1cccc2cc(C(C)N(CCCN3CCOCC3)C(=O)Nc3ccccc3)oc12 (stereo not drawn)	-11.1	-13.8	1.8	27.2	-16.7	1.2	-26.8	2.5	-4.6	-6.7	-1.3
O=[N+]([O-])c1ccccc1OCCN1CCCC1	11.7	-7.2	-14.7	4.2	2.0	0.6	-2.2	-8.3	-14.0	-2.2	-6.9
CCOC(=O)C1CCN(C(=S)Nc2ccccc2)CC1	5.3	-7.4	-3.5	12.5	-11.7	-0.7	-5.7	2.9	-2.9	39.0	1.4
CC(C)c1ccc(CCNC(=O)CCNC(=O)c2ccc(Br)cc2)cc1	15.6	-2.8	3.3	13.7	-25.2	8.3	4.8	3.8	-5.8	-7.5	-4.3
CC1(C)C2CCC1(CS(=O)(=O)NC1CCCC1)C(=O)C2 (stereo not drawn)	-13.9	-4.3	-2.6	19.8	2.4	-9.5	-16.6	-0.9	-12.2	-6.0	-11.0
CCOc1ccc(OCCOc2cccc(C(F)(F)F)c2)cc1	-5.3	-14.8	-0.2	14.3	4.1	11.0	12.8	-13.3	8.6	10.1	9.3
CC(=O)[C@@H]1[C@@H]2C(=O)N(c3ccccc3F)C(=O)[C@@H]2[C@H]2c3ccccc3C=NN12	-33.6	-6.5	3.9	13.3	4.0	-3.0	6.4	-2.9	nt	2.0	nt
CCCCCOc1ccc(NC2=CC(=O)CCC2)cc1	-19.2	4.8	0.2	-2.4	-24.8	10.8	-6.1	-20.6	-1.7	0.9	2.2
CCOC(=O)c1[nH]c(CSc2nnc(-c3ccc(OC)cc3)o2)c(C(=O)OCC)c1C	4.8	-10.2	6.9	-15.5	-21.5	13.6	-18.2	-1.4	-2.3	26.6	-5.6
Nc1cc(N2CCCCC2)c([N+](=O)[O-])cc1Cl	5.4	-3.9	15.0	-1.5	-2.4	-6.7	-12.3	-6.4	1.4	-2.7	-1.3
CCCCOc1ccc(C(=O)CCN2CCCCC2)cc1	-6.7	1.7	-6.9	-11.0	-2.4	10.8	-10.8	1.4	8.0	-13.1	3.9
O=C(Cn1cc(C(F)(F)F)cc(Cl)c1=O)Nc1cc(Cl)cc(Cl)c1	-19.9	-2.5	-3.1	10.8	4.2	1.4	-13.6	-5.7	-3.3	1.5	-5.0
COc1cc(CNCCc2c[nH]c3ccccc23)ccc1OCc1ccccc1F	-6.4	9.3	-14.8	1.6	4.9	-7.8	3.0	-27.5	-3.9	0.9	11.7
O=C(Cc1cccs1)Nc1nnc(SCc2ccc(F)cc2)s1	5.3	1.5	-4.8	19.1	-23.5	6.5	-8.6	-2.2	6.3	-4.9	-1.0
CN1CCN(C(=O)c2ccc(-c3cccs3)s2)CC1	-37.5	-6.2	-116.1	-120.5	-99.1	-42.8	-50.1	30.2	nt	-0.5	1.0
CCOc1ncccc1C(=O)N1CCN(Cc2ccc3c(c2)OCO3)CC1	-16.3	-9.1	2.6	0.0	-6.1	-2.1	10.5	6.3	0.8	10.2	-0.8
CCOC(=O)c1ccccc1OC(=O)Oc1ccccc1C(=O)OCC	7.9	2.8	7.7	-4.0	-5.5	10.0	-3.4	1.1	4.6	-4.3	14.2
O=C(NC1CCCC1)C(c1ccc(Cl)cc1)N(C(=O)c1csnn1)C1CC1 (stereo not drawn)	9.1	-1.0	-0.6	-1.1	4.8	1.3	6.3	-13.2	-7.0	-4.4	1.0
O=C(CSc1ccc(Br)cc1)Nc1ccc(N2CCOCC2)cc1	-10.3	-4.7	6.3	9.4	14.1	12.8	5.1	-0.7	0.6	10.7	3.0
CC(=O)Nc1cccc(-c2ccnc3c2CC(C)(C(=O)NC(C)C)O3)c1 (stereo not drawn)	-6.9	2.0	14.9	-0.5	9.9	-13.2	-27.7	11.8	nt	-5.7	nt
CC(C)NC(=O)N(C)C[C@H]1Oc2ccc(NC(=O)C3CCCCC3)cc2C(=O)N([C@H](C)CO)C[C@@H]1C	9.1	4.0	-0.7	-3.2	-19.6	9.9	-19.2	-9.0	11.7	1.9	3.2
CCOC(=O)N1CCC(NC(=O)C2CCN(S(=O)(=O)c3ccc4c(c3)oc(=O)n4C)CC2)CC1	-0.8	4.5	3.3	15.6	-4.0	0.1	13.0	-1.8	-11.8	-3.3	-9.1
NS(=O)(=O)c1ccc(NC(=O)/C=C/c2cccs2)cc1	-32.4	-16.1	-23.7	-16.5	-32.7	-57.5	-20.8	-1.3	-0.2	-25.1	-2.0
COc1ccccc1N1CCN(C(=O)NC23CC4CC(CC(C4)C2)C3)CC1	-8.6	14.7	1.3	5.9	-22.7	4.2	3.8	-6.3	-5.2	nt	0.8
Cc1cccc(NC(=O)N2CCN(Cc3ccccc3)CC2)c1	-49.2	-4.2	-35.2	-5.1	-27.0	-0.1	-6.8	-6.1	3.3	-5.4	-8.3
C=C(C)COC(=O)c1ccccc1C(=O)OCC1(C)CO1 (stereo not drawn)	-2.8	-1.4	1.8	-4.8	-14.9	6.6	-24.8	-1.6	1.9	-6.7	-12.2
COc1ccnc2c1c(=O)n(Cc1cccc(F)c1)c(=O)n2C	14.9	14.8	5.3	-0.2	9.1	-9.4	6.4	-9.4	1.8	0.2	-6.7
COc1ccc(C(=O)Nc2cc(C)on2)cc1S(=O)(=O)N1CC(c2ccccc2)CC1=O (stereo not drawn)	12.5	-13.9	-5.6	6.0	12.6	17.4	2.0	33.6	nt	7.2	-3.3
COc1cccc(-c2nc(-c3ccccc3)c(-c3ccccc3)[nH]2)c1OCC(=O)O	31.5	-3.7	9.4	5.6	4.2	7.9	1.8	-11.7	11.0	6.8	-1.9
O=C(NCc1ccccc1)c1ccccc1CO	0.5	-0.9	11.6	24.8	9.5	7.7	-19.6	-1.9	-5.9	-1.2	3.8
Cc1cccn2c(=O)c3cc(C#N)c(=O)n(CCCN4CCOCC4)c3nc12	1.2	-9.2	5.7	-7.5	-11.8	-10.4	-34.3	-2.2	-11.7	10.5	-7.4
Cc1ccc(NC(=O)C2CCC(CNc3c(N4CCC(C)CC4)c(=O)c3=O)CC2)cc1F (stereo not drawn)	16.7	-16.7	2.1	14.7	-11.3	6.4	-25.6	-0.8	-2.6	9.3	33.1
COc1cccc(OC)c1C(=O)NCCSC1CCCCC1	-0.8	-9.4	18.7	17.5	13.7	1.7	1.5	2.2	-1.4	-27.5	58.9*
CCOc1ccc(-c2c(C(=O)N/N=C(\C)c3cccnc3)nnn2-c2nonc2N)cc1	-16.5	-10.9	6.5	-1.7	2.6	4.8	-22.6	-17.3	9.2	3.1	nt
Cc1cc(C)c(S(=O)(=O)N(CC(=O)N2CCOCC2)C2CCCCC2)c(C)c1	12.1	2.1	-7.6	-4.5	-73.1	-2.5	9.0	1.4	-2.2	0.4	4.3
O=C(Nc1ccc(CN2CCCCC2)cc1)c1ccc(Br)o1	-29.6	-3.4	-39.0	-7.0	-34.1	-16.5	-26.6	1.6	-3.2	2.6	-6.5
COc1cccc2c1-c1c(C(=O)O)cccc1C2=O	14.9	-12.7	4.2	2.6	-35.9	9.5	-7.7	-2.8	0.0	4.3	3.5
Cc1ccc(S(=O)(=O)NCc2ccccc2)cc1C(=O)NCc1ccncc1	1.8	0.9	12.6	3.0	-6.1	-9.5	-21.7	-22.3	-7.3	nt	-0.8
O=[N+]([O-])c1ccc(N2CCN(S(=O)(=O)c3ccccc3)CC2)c2cccnc12	8.8	6.5	16.7	8.5	5.4	-14.9	-6.8	-6.3	0.9	1.1	6.5
Cc1cc(C)cc(-n2cc[nH]c2=S)c1	-2.1	-4.5	14.3	7.8	-5.0	-4.4	0.5	1.4	3.4	1.9	2.7

Exported as comma-separated lines: 2 of the compounds above
smiles,TROY NFkB inh,NOD2 RIPK2 PPI,NR5A2 inv ag,NCOA3 inh,NCOA1 inh,NR2F2 inh,NCOA2 inhibitor,C8 TRAIL sens,TLR9-MyD88 block,Vif inh,LMP1 NFkB inh
COc1cccc2c1-c1c(C(=O)O)cccc1C2=O,14.9,-12.7,4.2,2.6,-35.9,9.5,-7.7,-2.8,0.0,4.3,3.5
Cc1ccc(S(=O)(=O)NCc2ccccc2)cc1C(=O)NCc1ccncc1,1.8,0.9,12.6,3.0,-6.1,-9.5,-21.7,-22.3,-7.3,nt,-0.8

More results follow.
SMILES	TROY NFkB inh	NOD2 RIPK2 PPI	NR5A2 inv ag	NCOA3 inh	NCOA1 inh	NR2F2 inh	NCOA2 inhibitor	C8 TRAIL sens	TLR9-MyD88 block	Vif inh	LMP1 NFkB inh
COc1ccc(C2C(C#N)=C(N)OC3=C2C(=O)CC(C)(C)C3)cc1Cn1cc([N+](=O)[O-])cn1 (stereo not drawn)	3.6	-11.2	-12.9	3.6	11.4	-1.1	-9.5	-2.1	-4.5	1.2	0.7
CCS(=O)(=O)c1ccc(O)c(NC(=O)c2ccc(S(=O)(=O)N3CCCCCC3)cc2)c1	-1.6	-7.9	-14.8	2.4	-6.8	9.4	4.4	2.1	-1.3	10.9	-5.5
O=[N+]([O-])c1ccc(OCc2cnc(Cl)s2)cc1	-9.1	-0.8	-16.6	-13.3	0.6	-33.7	-6.9	1.2	7.4	3.1	-13.1
O=C(c1ccccc1-c1ncc[nH]1)N1CCc2c([nH]c3ccccc23)C1c1ccccn1 (stereo not drawn)	5.5	-0.6	9.4	6.0	-14.6	-11.4	3.6	-0.5	nt	4.6	-5.3
Cc1cc(C)n(-c2ccc(Cl)c(C(=O)O)n2)n1	-15.8	-5.6	3.8	21.6	14.4	-5.7	6.8	3.6	-2.0	-5.8	1.1
COc1ccc(C(=O)Nc2ccccc2NC(=O)c2ccc(OC)cc2)cc1	-21.1	-8.6	21.4	23.8	-8.2	-9.7	-15.2	16.7	0.7	-17.9	-4.8
Cc1cc(C)c(/C([O-])=C(/C(=S)Nc2ccc(SC(F)F)cc2)[n+]2ccccc2)cc1C	5.3	-7.0	-9.5	-3.6	-8.1	7.8	-41.2	-4.2	-12.2	1.7	-5.4
Cc1ccccc1NC(=O)CSc1nc2[nH]c(=O)cc(O)c2s1	7.1	2.5	13.7	-8.2	-11.2	-7.1	-16.2	-11.0	5.1	5.3	-4.9
COc1ccc(C)cc1NC(=O)COC(C)=O	7.3	-7.6	11.4	17.7	-1.3	-1.1	-20.2	-14.7	-4.7	12.2	-5.3
Cc1ccc(NC(=O)c2ccc(Cl)c(S(=O)(=O)NCc3ccco3)c2)c(O)c1	-17.6	-5.7	5.9	-25.7	-19.8	-6.3	-33.7	5.2	-2.8	4.5	-5.2
